aSyn yeast inh: inhibitors of alpha-synuclein toxicity in yeast | Yeast expressing alpha-synuclein, growth rescue, BacTiter-Glo, 24 h | Potency, µM (titrated, usually from 46.1 µM), without a hit: at the top dose growth rescue (activation), actives largely listed as activators | AID 652106 | actives 0.14% (n = 370,000); also: potency is read from the fitted curve at half-maximal effect; % of control where 0% means no effect; nearly all actives have a fitted effect of over 65% in size
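Screening used galactose-induced yeast with toxic alpha-synuclein levels, exposed to compound for 24 hr at 30 deg C. Cell growth, read with BacTiter-Glo luminescence, gave the measured signal.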
TDP-43 yeast inh: TDP-43 toxicity inhibition in yeast. TDP-43 expressing yeast growth rescue, BacTiter-Glo, 24 h. AID 652104. Potency, µM (top dose mostly 46.1 µM), inactives show top-dose growth rescue (activation), hits mostly activators. actives 1.8% (n = 410,000); also: potency is read from the fitted curve at half-maximal effect; % of control where 0% means no effect; nearly all actives have a fitted effect of over 50% in size
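Readout is BacTiter-Glo luminescence of cell growth, so inhibitors register as activators. TDP-43-expressing yeast at OD600=0.02 in galactose medium, after raffinose pregrowth to mid-log, were incubated with compound for 24 hr at 30 deg C.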
Abeta rescue: compounds reversing amyloid beta toxicity in yeast; Potency, µM (titrated, usually from 46.1 µM), without a hit: at the highest dose growth rescue, usual class: activators; yeast expressing A-beta42, growth rescue, OD600, 48 h; response scale: 0% DMSO, 100% iron-clioquinol control; actives 0.063% (n = 410,000); also: potency is read from the fitted curve at half-maximal effect; nearly all actives have a fitted effect of over 55% in size
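Yeast growth medium received pinned compounds, then yeast cells expressing toxic A-beta were added; plates incubated at 30 C for 48 hr. Growth read as absorbance at 600 nm, normalized to DMSO and equimolar FeCl3 plus clioquinol controls.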
GLP-1R inv ag: acts as inverse agonist at human GLP-1 receptor; P43220; HEK293 GLP-1R CRE-luciferase, luminescence, 24 h; GLP-1R form is constitutively active; Potency, µM (top dose mostly 38.3 µM), for inactives: top-dose activity change, negative = inhibition, usual class: inhibitors; actives 1.6% (n = 410,000); AID 624417; also: potency is read from the fitted curve at half-maximal effect; % is scaled to controls: 0 for no effect and ±100 for the full control effect; nearly all actives have a fitted effect of over 55% in size
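Inverse agonists were sought by their lowering of basal cAMP reporter luciferase output in HEK293 cells stably carrying constitutively active human GLP-1R, after 24 h compound treatment.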
FUS suppressor: FUS proteinopathy suppression in yeast | S. cerevisiae FUS-expressing, growth rescue, OD600, 24 h | Potency, µM (titrated, usually from 76.6 µM), for the others: top-dose growth rescue (activation), most hits filed as activators | actives 0.24% (n = 390,000) | AID 1347120;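 also: potency is read from the fitted curve at half-maximal effect; plate controls were DMSO vehicle for no effect and reference control for full effect; nearly all actives have a fitted effect of over 55% in size; some results filed as inactive show a strong effect at the top dose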
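Toxicity suppression screen in FUS-yeast. Cells induced with 2% galactose, starting OD 0.005, treated 24hr at 30C with compounds at multiple final concentrations; growth by OD600.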
GLP-1R agonist: GLP-1 receptor (human) agonism; Potency, µM (series often up to 45.6 µM), for the others: top-dose activation, actives largely listed as activators; AID 624172; HEK293 GLP-1R CRE-luciferase, luminescence, 4-6 h; cells express a hypersensitive GLP-1R form; P43220; actives 0.007% (n = 380,000); also: potency is read from the fitted curve at half-maximal effect; % of control where 0% means no effect
Akt phos inh: Akt phosphorylation inhibition; Neuro2A IGF-stimulated pAkt S473 HTRF, 20 min; stronger effect = lower value; activity change, % for hits at 50 µM; actives 0.32% (n = 360,000); AID 651550; in the data active = activity change below about -80%; inconclusive = mostly about -51% to -80%; also: % is scaled to controls: 0 for no effect and ±100 for the full control effect
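Neuro2A cells in DMEM with 0.5% FBS, overnight at 37 deg C, given compound at single 50 µM final, then IGF (6 nM final) for 20 min at 37 deg C. Lysed; phospho-Akt Ser473 by HTRF after 24 h, 665/615 ratio.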
PTHR1 agonist: agonists of human PTHR1 parathyroid hormone receptor. actives 0.075% (n = 410,000). Potency, µM (series often up to 115 µM), without a hit: top-dose activation, usual class: activators. AID 743266. HEK293 GP2 PTHR1 cells, GloSensor cAMP luminescence, 1 h; also: potency is read from the fitted curve at half-maximal effect; nearly all actives have a fitted effect of over 55% in size; some results filed as inactive show a strong effect at the top dose; inactives centre near -15; many of its hits are not listed in these tables
Target sequence (Q03431 whole entry, looked up): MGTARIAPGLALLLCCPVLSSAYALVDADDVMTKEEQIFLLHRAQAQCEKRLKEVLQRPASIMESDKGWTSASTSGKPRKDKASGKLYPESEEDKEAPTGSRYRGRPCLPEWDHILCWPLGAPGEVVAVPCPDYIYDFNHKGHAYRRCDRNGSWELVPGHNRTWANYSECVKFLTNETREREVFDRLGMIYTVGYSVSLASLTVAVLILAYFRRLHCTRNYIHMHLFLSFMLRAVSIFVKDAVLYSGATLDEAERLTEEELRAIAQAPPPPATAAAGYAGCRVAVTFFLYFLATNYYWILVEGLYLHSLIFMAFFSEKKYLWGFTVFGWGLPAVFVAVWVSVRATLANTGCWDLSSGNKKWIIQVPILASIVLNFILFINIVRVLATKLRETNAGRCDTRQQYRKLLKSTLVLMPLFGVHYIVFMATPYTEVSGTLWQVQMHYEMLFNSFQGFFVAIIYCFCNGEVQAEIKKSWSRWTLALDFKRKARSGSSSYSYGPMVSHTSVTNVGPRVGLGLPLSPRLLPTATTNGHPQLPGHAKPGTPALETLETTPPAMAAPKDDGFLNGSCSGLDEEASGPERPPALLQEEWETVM
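HEK-293-derived GP2 cells expressing PTHR1 and a GloSensor cAMP reporter, 3,000/well, plated overnight, given luciferin plus IBMX (each 0.5 mM as added) for 1 h at 37 °C, then compound for 1 h at 37 °C. Luminescence was read after 15 min at room temperature.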
DRD3 antagonist: D3 dopamine receptor (human) antagonism. max response, negative = inhibition, %. AID 652054. actives 2.5% (n = 360,000). P35462. D3R cells, DiscoveRx beta-arrestin luminescence, antagonist mode; stronger effect = lower value; in the data active = max response below about -50%; inconclusive = no clear call, values can overlap the other calls; also: % is scaled to controls: 0 for no effect and ±100 for the full control effect; mostly tested at two doses, the higher about 12 µM
Target sequence (P35462 whole entry, looked up): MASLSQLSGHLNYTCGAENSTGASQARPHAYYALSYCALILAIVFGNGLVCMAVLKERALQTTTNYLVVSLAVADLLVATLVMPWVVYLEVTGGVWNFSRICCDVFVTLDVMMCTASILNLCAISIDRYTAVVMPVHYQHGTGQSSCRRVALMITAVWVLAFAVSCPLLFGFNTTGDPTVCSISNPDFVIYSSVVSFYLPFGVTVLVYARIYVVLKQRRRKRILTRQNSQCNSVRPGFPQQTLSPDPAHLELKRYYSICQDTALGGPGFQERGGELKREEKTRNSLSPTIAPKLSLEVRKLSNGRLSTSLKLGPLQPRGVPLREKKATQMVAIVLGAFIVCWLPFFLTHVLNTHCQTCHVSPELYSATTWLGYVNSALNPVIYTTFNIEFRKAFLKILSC
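Cells expressing the human receptor were seeded at 1500 cells/well, incubated overnight at 37 degrees C in 5% CO2, then exposed to library compounds with dopamine controls for 90 minutes at 37 degrees C before luminescent detection.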
Active calls of the source: *; i = inactive; ? = inconclusive; . = not tested or not shown; [ ] = remark or other dose. Unless noted, calls follow the shape of the dose curve; as a rule, active = well fitted curve in the direction sought with a large enough effect; inconclusive = small, poorly fitted or top-dose-only effect, or another doubt; inactive = no such curve, though single readings can be large; an effect the other way counts as inactive or inconclusive. An excerpt (hit frequency here may not be typical).

SMILES	aSyn yeast inh	TDP-43 yeast inh	Abeta rescue	GLP-1R inv ag	FUS suppressor	GLP-1R agonist	Akt phos inh	PTHR1 agonist	DRD3 antagonist
CCC(C)Sc1ccc([C@@H]2[C@@H]3C(=O)N(CC)C(=O)[C@@H]3[C@]3(C(=O)OC)CCCCN23)cc1OC (stereo not given in full)	15%	35µM*	15%	?	?	-2%	i	i	16
COc1ccc(N2CCc3c(C)nc4c(OC)cc(OC)cc4c32)cc1	-3%	13%	-24%	?	13%	1%	i	i	12
COc1ccc(C2CC(c3ccc(Br)cc3)=NN2C(=O)CCC(=O)O)cc1OC (stereo not given)	-5%	.	10%	-3%	30%	-1%	i	i	-24
COc1cc(CNC2CCC(C)C2)cc(OC)c1 (stereo not given)	3%	-9%	-1%	0%	24%	6%	i	-14%[57.5 µM]	-12
Cc1ccccc1C(=O)Nc1ccccc1Sc1ccccc1	-10%	4%	12%	?	-2%	-8%	i	-21%[57.5 µM]	?
O=C(NCCCNC(=O)NC1CCCCC1)NC1CCCCC1	-10%	0%	-9%	1%	6%	-16%	i	26%[57.5 µM]	12
O=C(Nc1cccc(NC(=O)c2ccccc2)n1)c1ccccc1	-11%	11µM*	-3%	12%	10%	-6%	i	i	23
Cc1cccc(NC(=O)CCOc2ccccc2)c1	-1%	18%	22%	0%	5%	2%	i	i	13
COc1ccc(NC(=O)CCCNC(=O)Cn2cnc3sc(C)c(C)c3c2=O)c(OC)c1	0%	8%	-1%	3%	-2%	3%	i	-2%	10
O=C(NCCCn1ccnc1)c1ccc(N2CCCCCC2)c([N+](=O)[O-])c1	5%	-1%	24%	5µM*	20%	15%	i	i	?
Cc1ccc(-c2nc(P(=O)(c3ccccc3)c3ccccc3)c(N3CCOCC3)o2)cc1	5%	-11%	8%	10µM*	31%	4%	i	-29%	10
CNC(=O)C1=C(C)NC(=S)NC1c1cc2c(cc1OC)CCCC2 (stereo not given)	3%	8%	7%	12%	.	12%	i	-12%	-22
Cc1c(C(=O)N2CCCCC2)c(S(=O)(=O)NCc2ccc(Cl)cc2)c(C)n1C	1%	-12%	1%	-14%	-10%	3%	i	-27%	13
O=C(O)CSc1sc(=S)sc1SCC(=O)O	-26%	-8%	14%	2%	11%	-3%	i	-15%[57.5 µM]	-7
CC(NS(=O)(=O)/C=C/c1ccccc1)C(=O)O (stereo not given)	-3%	-9%	-7%	8%	24%	-2%	i	8%	0
Cc1cccc(C(=O)OCC(=O)NC(=O)NCc2ccccc2)c1	1%[1.84 µM]	0%	-4%	-4%	-9%	16%	i	-7%	-10
O=C(CSc1nc2ccccc2nc1Cc1ccccc1)Nc1ccc2c(c1)OCO2	.	-1%	-4%	15%	?	.	.	i	.
O=C(Nc1ccc(N2CCCC2)cc1)c1cc(Cl)ccc1Cl	-2%	20%	-4%	-27%	-7%	9%	i	i	-3
Cc1ccccc1NC(=O)c1ccc(NS(=O)(=O)c2cc(C(C)(C)C)cc(C)c2C)cc1	-15%	-1%	-2%	?	23%	4%	i	-7%	-57*
Oc1ccc(C=Nc2ccccc2-c2nc3ccccc3[nH]2)c(O)c1	-12%	14%	-13%	7%	.	16%	i	-8%	8
CCOC(=O)c1ccc(NC(=O)NC2=NCCS2)cc1	5%	21%	2%	?	3%	4%	i	-26%	1
CCc1cc2c3c(c(=O)oc2cc1OCC(=O)OC)CCCC3	13%	?	-20%	8%	34%	?	i	-4%	11
COc1ccc2cc(/C=N/NC(=O)CSCc3ccc([N+](=O)[O-])cc3)c(Cl)nc2c1	-5%	-7%	3%	0%	-9%	-6%	i	-23%	10
Cn1c(=S)[nH]c2ccccc21	1%	-6%	18%	8%	2%	-5%	i	-13%[57.5 µM]	15
CCOC(=O)N1CCN(C2CC(=O)N(c3ccccc3)C2=O)CC1 (stereo not given)	4%	-13%	7%	2%	3%	-7%	i	-5%[57.5 µM]	-10
(next part)
SMILES	aSyn yeast inh	TDP-43 yeast inh	Abeta rescue	GLP-1R inv ag	FUS suppressor	GLP-1R agonist	Akt phos inh	PTHR1 agonist	DRD3 antagonist
CC1CCN(C(=O)C2CCCN(S(C)(=O)=O)C2)CC1 (stereo not given)	3%	-6%	1%	-118%	3%	-2%	i	-12%	22
CCN(CC)CCOC(=O)C12CC3CC(CC(C3)C1)C2	-2%	0%	-17%	-7%	15%	1%	i	i	?
Cc1cccc(C)c1-n1nnnc1C(CCc1ccccc1)N1CCN(C/C=C/c2ccccc2)CC1 (stereo not given)	-6%	0%	-8%	19%	-1%	8%	i	-15%	?
COc1cc(CCC(=O)OCC(=O)Nc2ccccc2F)cc(OC)c1OC	0%	-7%	-5%	5%	-26%	3%	i	i	3
CC(=O)c1cn(CC(=O)Nc2ccccc2C(F)(F)F)c2ccccc12	-11%	4%	-5%	-14%	-15%	-4%	i	-32%[inhibitor]	-19
CC(=O)c1ccc(NC(=O)c2cc3ccccc3o2)cc1	1%	17%	4%	?	3%	-2%	i	-14%	2
COCCCNC(=S)NC1CCCCC1	-6%	-3%	-1%	0%	.	0%	i	i	-5
Cc1csc(SCC(=O)NC(=O)C2CCCCC2)n1	-10%	0%	2%	7%	-27%	-3%	i	i	-1
CC(C)(C)c1ccc(CCC2OCC(CN3CCOCC3)O2)cc1 (stereo not given)	3%	0%	-1%	?	34%	15%	i	-16%	-13
COc1cccc(NC(=S)NC(C)c2ccc(OC)c(OC)c2)c1 (stereo not given)	1%	-3%	-3%	-9%	36%	14%	i	-9%	-14
Cc1ccc(O)c(NC(=O)CCS(=O)(=O)c2nc(-c3cccs3)cc(C(F)(F)F)n2)c1	.	11µM*	-1%	?	25%	.	.	-37%[inhibitor]	.
O=C(NNc1nc2cc3c(cc2s1)OCCO3)c1ccc(F)cc1	0%	10µM*	?	-24%	-34%	4%	i	-6%	5
Cc1cccc(N2CCN(C(=O)COc3cc(=O)n(C)c4ccccc34)CC2)c1C	5%	?	16%	0%	?	2%	i	-16%[57.5 µM]	84
CC(C)C(c1nnnn1Cc1ccc(F)cc1)N1CCN(C(=O)c2ccco2)CC1 (stereo not given)	10%	-19%	-10%	0%	22%	0%	i	-1%	-12
CC1(C)C(C=C(Cl)Cl)C1C(=O)Nc1ccc([N+](=O)[O-])cc1 (stereo not given)	-58%[inhibitor]	-92%[inhibitor]	-94%[inhibitor]	?	21%	-17%	i	-47%[inhibitor]	?
CC(C)CC(NC(=O)c1ccc(C#CC(C)(C)O)s1)C(=O)O (stereo not given)	-5%	-19%	2%	2%	17%	8%	i	i	-13
Cc1cc(C)n(-c2nc(NCCN(C)C)c3c4c(sc3n2)COC(C)(C)C4)n1	-6%	-26%	0%	?	20%	14%	i	i	-18
COc1ccc2c(c1)CC(=O)NC=C2	0%	10%[9.22 µM]	-8%	11%	3%	1%	i	i	4
CN=c1scc(C)n1/N=C/c1cc(Br)c(O)c(Br)c1	3%	21%	-1%	62%	21%	-1%	i	i	0
CCCOC(=O)c1cccc(Nc2nc(-c3cccnc3)nc3ccccc23)c1	10%	22µM*	17%	?	32%	-5%	i	-19%	83

Arranged by SMILES length (ascending): three of the compounds above
SMILES	aSyn yeast inh	TDP-43 yeast inh	Abeta rescue	GLP-1R inv ag	FUS suppressor	GLP-1R agonist	Akt phos inh	PTHR1 agonist	DRD3 antagonist
CC(C)CC(NC(=O)c1ccc(C#CC(C)(C)O)s1)C(=O)O (stereo not given)	-5%	-19%	2%	2%	17%	8%	i	i	-13
COc1cc(CCC(=O)OCC(=O)Nc2ccccc2F)cc(OC)c1OC	0%	-7%	-5%	5%	-26%	3%	i	i	3
CC(=O)c1cn(CC(=O)Nc2ccccc2C(F)(F)F)c2ccccc12	-11%	4%	-5%	-14%	-15%	-4%	i	-32%[inhibitor]	-19

An excerpt of the results above:
SMILES	aSyn yeast inh	TDP-43 yeast inh	Abeta rescue	GLP-1R inv ag	FUS suppressor	GLP-1R agonist	Akt phos inh	PTHR1 agonist	DRD3 antagonist
Cc1cc(C)n(-c2nc(NCCN(C)C)c3c4c(sc3n2)COC(C)(C)C4)n1	-6%	-26%	0%	?	20%	14%	i	i	-18
COc1ccc2c(c1)CC(=O)NC=C2	0%	10%[9.22 µM]	-8%	11%	3%	1%	i	i	4
CN=c1scc(C)n1/N=C/c1cc(Br)c(O)c(Br)c1	3%	21%	-1%	62%	21%	-1%	i	i	0
CCCOC(=O)c1cccc(Nc2nc(-c3cccnc3)nc3ccccc23)c1	10%	22µM*	17%	?	32%	-5%	i	-19%	83

Source: PubChem BioAssay (National Center for Advancing Translational Sciences (NCATS))
